GAA glycogen – inhibitors or activators of human alpha-glucosidase glycogen cleavage; Potency, µM (highest dose often 76.4 µM), without a hit: top-dose activity change, negative = inhibition, hits mostly inhibitors; actives 0.38% (n = 300,000); recombinant GAA, glycogen substrate, Amplex Red glucose oxidase fluorescence; P10253; active means well fitted inhibition curve with a large enough effect; inconclusive means small, poorly fitted or top-dose-only effect, or another doubt; inactive means no such curve, though single readings can be large or run the other way;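 further: 0% = full enzyme reaction and -100% = no-enzyme basal signal; the screen sought inhibitors and activators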
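qHTS, 1536-well; enzyme 4 nM final; cpd up to 77 uM; substrate bovine liver glycogen 30 ug; 50 mM citrate/phosphate pH 5.0, 0.01% Tween-20; 37 C, 40 min; Amplex Red detection 45 min RT; Hill fit → AC50.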
* hit, by the source's call; ? = inconclusive; [ ] = another dose, or the depositor's remark. Potency means the concentration at half of the fitted maximal effect.

SMILES	GAA glycogen
N#Cc1cccc(NC(=O)CNC(=O)Cc2ccccc2)c1	5.7%
Cc1ccc(S(=O)(=O)NCC(=O)N2CCOCCOCCOCCOCC2)cc1	10.8%
O=C(CCC(=O)N(CC(=O)NC1CCCC1)c1cccc(F)c1)Nc1nccs1	4.8%
CC1=NN(C2=NS(=O)(=O)c3ccccc32)C(C)(O)C1 (centres undefined)	-3.1%
CCN(C(=O)c1ccc(S(=O)(=O)N(C)C)cc1)C(C)C(=O)Nc1ccc(C)cc1 (centres undefined)	-3.7%
O=C(NC1CCSc2ccccc21)c1ccc(C(F)(F)F)cc1 (centres undefined)	1.2%[76.3 µM]
CCOC(=O)NC(=O)CN1C(=O)NC2(CCc3ccccc32)C1=O (centres undefined)	-17.7%
CN1CCN(c2oc(-c3ccccc3)nc2S(=O)(=O)c2ccc(Br)cc2)CC1	-4.5%[76.3 µM]
Nc1nnc(SCCCOc2ccc(F)cc2)s1	-2.4%[76.3 µM]
COc1ccc(OC)c(C2=NO[C@@](CC(=O)O)(C(=O)Nc3ccc4c(c3)OCCO4)C2)c1	-5.4%
O=C(CCNC(=O)C1CCN(S(=O)(=O)c2ccccc2)CC1)NCc1ccccn1	-7.5%[76.3 µM]
COCCNC(=O)[C@@H]1CSC2c3ccccc3C(=O)N21 (some centres undefined)	1.5%
CCOC(=O)/C(C#N)=C/c1c(N2CCN(C)CC2)nc2c(C)cccn2c1=O	-3.4%
N=c1c(S(=O)(=O)c2ccc(Cl)cc2)cc2c(=O)n3ccccc3nc2n1CCc1ccccc1	-10.4%[76.3 µM]
Cc1ccc(-c2ccc(=O)n(Cc3ccc(F)cc3Cl)n2)cc1	-6.1%
COc1ccc(/C=N/n2cnc3c(sc(=S)n3-c3ccccc3)c2=O)cc1	-8.4%
COCCNC(=O)/C(C#N)=C/c1c(N2CCN(c3ccc(OC)cc3)CC2)nc2c(C)cccn2c1=O	-1.7%
CCCC(C(=O)NC1CCCC1)N(C(=O)c1snc(C(N)=O)c1N)c1ccc(OCC)cc1 (centres undefined)	6.2%
COC(CN(C)C(=O)C1CCC(CNS(=O)(=O)c2ccccc2)CC1)OC (centres undefined)	0.8%
CCN(CC1CCCN(CCc2cccc(OC)c2)C1)C(=O)c1ccoc1C (centres undefined)	3.4%[76.3 µM]
Cc1c(O)ccc2c(-c3ccccc3)cc(=O)oc12	-7.8%
COc1ccc(Nc2cc(Nc3ccc(OC)cc3)ncn2)cc1	-0.5%
O=C(NCCOc1ccc(Cl)cc1)c1ccco1	3.7%
COc1ccc2c(c1OC)C(=O)N1C2SC(C)(C)[C@H]1C(=O)NC(C)C (some centres undefined)	-2.0%
CCC(C)N1CC(=O)N2C(c3ccc(OC)cc3OC)c3[nH]c4ccccc4c3C[C@H]2C1=O (some centres undefined)	-5.0%
CCCCN(CC)C(=O)c1cc2c(=O)[nH]c3ccc(C)cc3c2s1	-4.7%
NNC(=O)Cn1nc(-c2ccccc2)c2ccccc2c1=O	-4.0%
O=C1[C@@H]2CSCN2C(=O)CN1Cc1cccc(C(F)(F)F)c1	5.3%
C=CCOc1ccc(C2=NOC(C(=O)Nc3ccc4c(c3)OCCO4)C2)cc1OC (centres undefined)	6.4%
CCN(CC)CCN(C(=O)c1ccc(S(=O)(=O)N(C)C2CCCCC2)cc1)c1nc2c(C)cccc2s1	0.5%[76.3 µM]
Cc1cccc(C)c1OCc1cc(C(=O)NC2CCC2)no1	-5.8%[76.3 µM]
COc1ccc(CNC(=O)CN2C(=O)CSc3ccc(S(=O)(=O)N4CCCCC4)cc32)cc1	-0.7%[76.3 µM]
O=c1[nH]cccc1-c1nc2ccccc2n1Cc1cccc(F)c1	-7.2%
CCCc1cc(C(=O)N2CCN(c3ccc(C(F)(F)F)cn3)CC2)sc1C	5.3%
CCOc1ccc(N(C(=O)c2snc(C(N)=O)c2N)C(C(=O)NCC2CCCO2)c2c[nH]c3ccccc23)cc1 (centres undefined)	-7.5%
COc1ccc(/C=C(\NC(=O)c2ccco2)C(=O)NCc2ccco2)cc1	4.6%
CC(C)c1ccc(OCc2ccc(C(=O)N3CCCC3)o2)cc1	-12.1%
O=C(N/N=C/c1ccccc1F)c1cccc(NC(=O)c2ccccc2Cl)c1	-2.7%
CCOC(=O)CSc1ccc(C(=O)NCCCN2CCOCC2)cc1[N+](=O)[O-]	3.2%
CC(C)COc1ccc(CNC(=S)Nc2ccccc2)cc1Cl	2.1%
Cc1ccc(NC(=O)CC(=O)c2ccccc2)cc1C	1.4%
COc1ccc(Nc2nc(-c3ccccc3)nc3ccccc23)cc1	-12.8%
Fc1cccc(Cl)c1Cn1ncc2ccccc21	-4.0%
CC1CCN(C2=C(NS(=O)(=O)c3ccc(Br)cc3)C(=O)c3ccccc3C2=O)CC1	?
COc1ccc(CCNC(=O)c2ccc3nc[nH]c3c2)cc1	-11.3%[76.3 µM]
COc1cccc(C(=O)Nc2ccccc2C(=O)NC2CC2)c1	-7.9%[76.3 µM]
COc1ccc(CN2CC(C(=O)N3CC(C)CC(C)C3)CC2=O)cc1 (centres undefined)	1.5%[76.3 µM]
COCCNC(=O)CSc1ccccc1C(=O)NC1CCSc2ccccc21 (centres undefined)	2.1%
COc1ccc(C(=O)NC(C)Cn2nc(C)cc2C)cc1OC1CCN(C(C)=O)CC1 (centres undefined)	-1.2%[76.3 µM]
Cc1ccc(CNC(=O)CCc2nnc3ccc(NCCCN4CCCC4=O)nn23)cc1	3.6%[76.3 µM]
(more compounds)
SMILES	GAA glycogen
COc1cccc(-c2nc(NCc3cccnc3)c3ccccc3n2)c1O	-2.5%
O/N=C(/c1ccccc1)c1cc2cc(Br)cc(Br)c2o1	2.0%
Cc1nnc2c(NCC(C)c3ccccc3)nc3ccccc3n12 (centres undefined)	-19.1%
Cc1c(C(=O)NNC(=S)Nc2ccc(S(N)(=O)=O)cc2)oc2ccccc12	?
C=C(C)CSc1nc2sc3c(c2c(=O)n1-c1ccc(OC)cc1)CCN(C)C3	17.5%
COc1ccccc1/C=C1\SC(=O)N(CCC(=O)N2CCCCC2CCO)C1=O (centres undefined)	-15.1%[76.3 µM]
O=[N+]([O-])c1cccc(S(=O)(=O)NCC2CC3CCC2C3)c1 (centres undefined)	-6.2%
COc1cccc(CN(C)C(=O)C2CCC(=O)N(Cc3cccc(F)c3)C2)c1 (centres undefined)	0.3%[76.3 µM]
Cc1ccc(NC(=O)CN2CCc3ccccc3C2)cc1C	-2.6%[76.3 µM]
CC(=O)Nc1ccc(S(=O)(=O)NCCCN2CCOCC2)cc1	-2.3%
O=C(O)c1ccc(/C=N/n2c(C3CCCCC3)n[nH]c2=S)cc1	-11.6%
COc1ccc(CNC(=O)C2CCN(S(=O)(=O)c3ccc(Br)s3)CC2)cc1	3.0%
COc1ccc(CN2C(=O)c3cccnc3C2=O)cc1S(=O)(=O)NCc1ccco1	-3.3%[76.3 µM]
Cc1nn(C(C)C(=O)NC2CCCCC2)c(=O)c2nn(-c3ccccc3)c(C)c12 (centres undefined)	9.4%[76.3 µM]
CCc1cc(C(=O)N2CCN(c3ccccc3OC)CC2)sc1C	0.1%
COC(=O)c1ccccc1NC(=O)c1nc(S(=O)(=O)Cc2ccccc2)ncc1Cl	-15.1%[76.3 µM]
COc1ccccc1N1CCN(c2ncnc3sc(C(=O)NCC4CCCO4)c(C)c23)CC1 (centres undefined)	-15.3%[76.3 µM]
CCN(Cc1ccccc1)CC(O)COC(c1ccc(OC)cc1)c1ccc(OC)cc1 (centres undefined)	-2.5%
COc1cc([N+](=O)[O-])ccc1NC(=O)CN1CCc2cc(OC)c(OC)cc2C1	2.3%
COc1ccccc1CNC(=O)c1cc(-c2ccncc2)nc2c(Cl)cccc12	1.0%[76.3 µM]
CC(=O)c1cccc(OCC(O)CN2CCN(C(=O)c3ccco3)CC2)c1 (centres undefined)	3.8%
O=C(NCCNC(=O)c1ccccn1)c1ccccc1	-11.2%
O=C(NC(=S)Nc1ccccc1Br)c1ccco1	4.3%
Cc1cc(C)cc(NC(=O)CSc2nc3[nH]c(=O)cc(O)c3s2)c1	-2.9%
COc1ccccc1CN1CCC(CNS(=O)(=O)c2cc(-c3cc(C)no3)ccc2OC)CC1	-0.5%[76.3 µM]
Cc1cc(C)cc(NC(=O)CN2CCN(c3ccccc3)CC2)c1	4.0%
CC1CCN(S(=O)(=O)c2cn(CC(=O)Nc3cccc(C#N)c3)cn2)CC1	2.9%[76.3 µM]
COc1ccc(CCN(C)C(=O)c2c(C)nn(-c3ccccc3)c2C)cc1OC	-1.8%[76.3 µM]
CCC1CCCCN1CCCNC(=O)c1ccc2c(=O)n(CCOC)c(=O)[nH]c2c1 (centres undefined)	-10.1%[76.3 µM]
CCCC(=O)Nc1nnc(/C=C/c2ccc(OC)cc2)s1	-0.7%
O=C(NCCCNC(=O)c1ccccc1Cl)c1cnccn1	1.6%
Cc1ccc(S(=O)(=O)N2CCN(C(=O)c3c(-c4ccccc4)noc3C)CC2)c(C)c1	-4.4%[76.3 µM]
Cc1ccc(CNC(=O)CC(C)S(=O)(=O)c2ccc3c(c2)NC(=O)C(C)S3)cc1 (centres undefined)	-0.3%[76.3 µM]
Cc1cccc2c1cnn2C(=O)Nc1cc(F)ccc1F	-5.7%
O=C(CN(C(=O)c1csnn1)c1ccc(Br)cc1)NC1CCCCC1	1.7%[76.3 µM]
COc1ccc(CNC(=O)N2CCN(c3ccccc3)CC2)cc1	-3.5%
O=C(O)C(Cc1ccccc1)NC(=O)C(c1ccccc1)c1ccccc1 (centres undefined)	-1.0%
COc1cccc(C2/C(=C(\O)c3ccc4c(c3)OCCO4)C(=O)C(=O)N2CCCn2ccnc2)c1 (centres undefined)	-3.5%[76.3 µM]
O=C(Nc1ccccc1C(=O)Nc1ccc(F)cc1)c1ccco1	2.6%[76.3 µM]
COc1ccc(N2CCN(S(=O)(=O)c3cn(C)cn3)CC2)cc1	0.6%[76.3 µM]
CC(C)c1nc(SCC(=O)NCC2CCCO2)c2c(=O)n(C)c(=O)n(C)c2n1 (centres undefined)	-2.0%[76.3 µM]
O=C(N/N=C/c1coc2ccccc2c1=O)c1cc(Br)ccc1O	-11.3%[76.3 µM]
COc1ccc(NC(=O)COc2ccc(/C=C/c3cc[n+](C)cc3)cc2OC)cc1	1.7%
Cc1cccc(NC(=O)Cn2c(=O)oc3ccccc32)c1C	5.9%
COc1cc(/C=N/NC(=O)c2ccncc2)c([N+](=O)[O-])cc1OC	5.2%
COc1ccc(C(=O)NC2CC2)cc1OC1CCN(Cc2ccccc2F)CC1	-0.4%[76.3 µM]
COc1cccc(CNC(=O)CCNS(=O)(=O)c2ccc3c(c2)CC(C)N3C(C)=O)c1 (centres undefined)	-3.8%[76.3 µM]
COc1cccc(CN(C)C(=O)Cc2c[nH]c3ccccc23)c1	-12.3%[76.3 µM]
COCc1c(Br)c(C)nc2sc3c(=O)[nH]nnc3c12	-0.5%
Cc1ccc(N(Cc2ccccc2)C(=O)c2cccc(F)c2)cc1	0.7%[76.3 µM]

For reference, 16 of the compounds above:
SMILES	GAA glycogen
O=C(CN(C(=O)c1csnn1)c1ccc(Br)cc1)NC1CCCCC1	1.7%[76.3 µM]
COc1ccc(CNC(=O)N2CCN(c3ccccc3)CC2)cc1	-3.5%
O=C(O)C(Cc1ccccc1)NC(=O)C(c1ccccc1)c1ccccc1 (centres undefined)	-1.0%
COc1cccc(C2/C(=C(\O)c3ccc4c(c3)OCCO4)C(=O)C(=O)N2CCCn2ccnc2)c1 (centres undefined)	-3.5%[76.3 µM]
O=C(Nc1ccccc1C(=O)Nc1ccc(F)cc1)c1ccco1	2.6%[76.3 µM]
COc1ccc(N2CCN(S(=O)(=O)c3cn(C)cn3)CC2)cc1	0.6%[76.3 µM]
CC(C)c1nc(SCC(=O)NCC2CCCO2)c2c(=O)n(C)c(=O)n(C)c2n1 (centres undefined)	-2.0%[76.3 µM]
O=C(N/N=C/c1coc2ccccc2c1=O)c1cc(Br)ccc1O	-11.3%[76.3 µM]
COc1ccc(NC(=O)COc2ccc(/C=C/c3cc[n+](C)cc3)cc2OC)cc1	1.7%
Cc1cccc(NC(=O)Cn2c(=O)oc3ccccc32)c1C	5.9%
COc1cc(/C=N/NC(=O)c2ccncc2)c([N+](=O)[O-])cc1OC	5.2%
COc1ccc(C(=O)NC2CC2)cc1OC1CCN(Cc2ccccc2F)CC1	-0.4%[76.3 µM]
COc1cccc(CNC(=O)CCNS(=O)(=O)c2ccc3c(c2)CC(C)N3C(C)=O)c1 (centres undefined)	-3.8%[76.3 µM]
COc1cccc(CN(C)C(=O)Cc2c[nH]c3ccccc23)c1	-12.3%[76.3 µM]
COCc1c(Br)c(C)nc2sc3c(=O)[nH]nnc3c12	-0.5%
Cc1ccc(N(Cc2ccccc2)C(=O)c2cccc(F)c2)cc1	0.7%[76.3 µM]

Other structures
SMILES	GAA glycogen
COc1ccc(S(=O)(=O)NCc2ccc(C(=O)NCCCN3CCCC(C)C3)cc2)cc1 (centres undefined)	-6.2%[76.3 µM]
CN1C(=O)c2ccc(NC(=O)c3ccc(Cl)cc3Cl)cc2C1=O	-1.0%[76.3 µM]
COc1ccc(C2=NC(C)(C)Cc3cc(OC)c(OC)cc32)cc1	2.8%
CN(C)/C=C/C(=O)c1ccc2noc(-c3ccc(F)cc3)c2c1	-5.3%
COc1ccc(C(=O)N2CCc3cc(OC)c(OC)cc3C2c2ccc(OC)c(OC)c2)cc1 (centres undefined)	-17.7%
CCC(=O)Nc1nc(C)c(-c2csc(Nc3cccc(O)c3)n2)s1	-0.4%
O=[N+]([O-])c1ccc(NCc2ccncc2)cc1	-19.3%
Cc1cc(=O)oc2cc(NC(=O)CCOc3ccccc3)ccc12	-3.4%
Cc1ccc(C(=O)N2CCN(S(=O)(=O)N3CCCCC3)CC2)cc1	-10.2%[76.3 µM]
C/C(=N/NC(=O)CNC(=O)COc1cccc(C)c1)c1ccc(Cl)cc1	-0.6%[76.3 µM]
CCN(C1CCCCC1)S(=O)(=O)c1ccc(-n2cnnn2)c(C)c1	-10.4%

Bioassay records (PubChem)

A portion of the library. The share of hits here may be higher or lower than overall.
